Bioassay records: PubChem BioAssay, Broad Institute
SIRT5 inh: SIRT5 desuccinylase inhibitors, primary screen, biochemical, fluorescence imaging, single point, set 5 | NAD-dependent protein deacylase sirtuin-5, mitochondrial (Homo sapiens), Q9NXA8 | Purified SirT5, succinyl-peptide AMC, trypsin-coupled fluorescence | inhibition, % at 15 µM | 330,000 compounds, 1.1% hits; in the data active = inhibition above about 15%; inconclusive = no clear call, values can overlap the other calls
Target sequence (Q9NXA8 whole entry, looked up): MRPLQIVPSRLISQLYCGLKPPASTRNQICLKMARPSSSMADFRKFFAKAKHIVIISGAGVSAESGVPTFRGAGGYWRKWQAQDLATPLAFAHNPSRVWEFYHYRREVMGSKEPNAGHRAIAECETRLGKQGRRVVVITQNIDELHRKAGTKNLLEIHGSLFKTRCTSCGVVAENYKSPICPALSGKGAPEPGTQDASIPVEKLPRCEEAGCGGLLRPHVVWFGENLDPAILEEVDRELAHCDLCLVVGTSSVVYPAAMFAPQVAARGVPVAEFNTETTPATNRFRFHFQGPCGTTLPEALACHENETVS
S100A4 MyoIIA: inhibitors of S100A4-myosin IIA peptide binding, primary screen, biochemical, fluorescence polarization, TAMRA-MyoIIA peptide; inhibition, % at 10.7 µM; 360,000 compounds, 0.14% hits; Protein S100-A4 (Homo sapiens), P26447;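 active = mean inhibition of at least 70% across replicates, with every replicate also reaching that level; inconclusive = mean inhibition reaches 70% but some replicates fall short; inactive = mean inhibition below 70%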
Target sequence (P26447 whole entry, looked up): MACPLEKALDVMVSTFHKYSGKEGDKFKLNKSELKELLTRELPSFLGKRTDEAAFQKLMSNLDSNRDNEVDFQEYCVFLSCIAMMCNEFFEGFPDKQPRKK
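Material: S100A4 monomer protein | Medium: HEPES pH 7.2 with CaCl2, KCl, NaCl, DTT, Triton | Reagent: Labelled myosin peptide probe, 5 nM | Doses: One dose per compound | Times: 5 min incubation before reading | Benchmarks: Neutral control DMSO, positive control TFP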
ERAP1 inh: human ERAP1 aminopeptidase inhibitors, primary screen, biochemical, single point, plate reader; recombinant ERAP1, Leu-AMC fluorescence, 60 min; inhibition, % at 10.7 µM; 340,000 compounds, 0.15% hits; AID 652197, 2013;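 active = mean replicate inhibition of at least 30%, or all replicates individually reaching that 30% level; inactive = mean below 30% and not every replicate reaching it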;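 note: 0% = neutral control wells and 100% = L-leucinethiol positive control wells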
XiGFP reactiv: activators of inactive X chromosome reactivation, primary screen, imaging, XiGFP fibroblasts, GFP high-content imaging, set 2; XiGFP mouse fibroblasts, % GFP-positive cells imaging, 3 d; cells co-treated with 5-aza-dC sensitizer; scaled so ellipticine positive control = 100%; activation, % at 7.58 µM; 360,000 compounds, 0.055% hits; AID 743238, 2013;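 active = mean normalized replicate activation at least 10% and every replicate at or above 10%; inconclusive = only one of the two criteria met; inactive = mean below 10% and not all replicates reach 10%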;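 note: 0% = median of on-plate neutral control wells and 100% = ellipticine 6 µM median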
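Schedule: 3 d treatment, 15 min room-temperature fixation; system: 68-5-11 XiGFP fibroblast line; buffer or medium: DMEM plus 5-aza-dC sensitizer; control set: ellipticine 6 µM positive control; compound: one concentration, pinned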
Cneo AK release: Cryptococcus neoformans cell lysis inducers, primary screen, AK release luminescence, single concentration; 360,000 compounds, 0.2% hits; C. neoformans lysis, adenylate kinase release luminescence, 4 h; normalised: neutral wells 0, clomiphene wells 100; AID 651654, 2012; lysis activity, % at 15 µM;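 active = mean lysis activity across replicates of at least 80%, whatever share of replicates individually reach that level; inactive = mean lysis activity below 80%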
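Material: C. neoformans cells | Amount: Yeast cell density of 5 × 10^6 cells/mL | Medium: Fresh YPD growth medium | Dosing: Single dose | Times: Static 4 h at 37 °C with compound, 1 h detection | Detection: AK luminescence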
LGR2 antag: inhibitors of bursicon-induced LGR2 CRE-luciferase signal, primary screen, cell-based, HEK293, CRE-luciferase reporter, bursicon stimulation. Drosophila bursicon receptor LGR2 (rickets). bursicon-stimulated, 4 h. inhibition, % at 9.99 µM. 380,000 compounds, 0.35% hits. AID 720647, 2013;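 active = drop in luminescence signal, shown as inhibition above about 50% in the replicate tests, limit read from the data, passing the limit was not always enough; inconclusive = probably only some replicates passing the limit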;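 note: agonist challenge used bursicon conditioned medium at about half maximal strength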
PGC1a acetyl inh: inhibitors of PGC1a acetylation signal, primary screen, cell-based, U2OS, AlphaScreen, inhibitor mode; inhibition, % at 15.6 µM; AlphaScreen anti-acetyl-lysine; with virally co-expressed GCN5 acetyltransferase; 350,000 compounds, 0.17% hits; AID 651687, 2012;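 active = every replicate shows inhibition of at least 40%; inconclusive = mean inhibition at least 40% but some replicate below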;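 note: 0% = neutral control wells and 100% = positive control wells; some results beyond the cut were filed as inactive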
Statin myotox sup: suppressors of statin myotoxicity in C2C12 myotubes, primary screen, cell-based, single point, plate reader; 330,000 compounds, 0.78% hits; rescue of ATP level, % at 7.49 µM; C2C12 myotubes + simvastatin, ATP luminescence, 48 h; scaled: DMSO 0, geranylgeraniol control 100;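 active = mean ATP rescue above about 67%, or every replicate alone reaching that limit, limit read from the data, passing the limit was not always enough; inconclusive = no clear call, values can overlap the other calls; inactive = mean under the limit and some replicate under it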;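 note: myotubes were challenged with 10 µM simvastatin during compound exposure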
Active calls of the source: *; ? = inconclusive; . = not tested or not shown.

Values run as follows: SIRT5 inh	S100A4 MyoIIA	ERAP1 inh	XiGFP reactiv	Cneo AK release	LGR2 antag	PGC1a acetyl inh	Statin myotox sup
> C[C@H]1CCCCO[C@H](CN(C)C(=O)Nc2ccccc2)[C@@H](C)CN([C@@H](C)CO)C(=O)c2cc(NC(=O)Nc3ccccc3)ccc2O1
    13.7	-14.4	1.5	0.2	10.0	7.1	2.1	.
> COC(=O)c1ccc(CC2(C)C(=O)Nc3ccc(-c4cccc(C(F)(F)F)c4)cc32)o1 (configuration not stated)
    .	-5.1	0.0	-0.1	0.0	4.3	.	-14.4
> O=C(C[C@@H]1CC[C@@H]2[C@H](COC[C@H](O)CN2C(=O)c2ccc(F)cc2)O1)NCCCN1CCOCC1
    -3.5	-26.6	-1.2	0.1	-3.5	2.9	-1.1	-4.7
> CCOC(=O)N1CCN(S(=O)(=O)c2ccc(C(=O)Nc3sc4c(c3C#N)CCC4)cc2)CC1
    2.9	-1.5	-6.1	.	-0.8	7.5	3.3	15.7
> CCN(C1CCCCC1)S(=O)(=O)CCNC(=O)c1ccc(OC)cc1
    .	-1.3	0.5	0.3	-0.4	7.5	-0.1	23.1
> Cc1c(C(=O)NCCSCc2cccc(C(F)(F)F)c2)cnn1-c1ccc(F)cc1
    -0.9	2.5	3.8	-0.1	5.9	20.1	5.6	8.4
> COc1cccc(Oc2ccc3nnc(C(F)(F)F)n3n2)c1
    -1.0	0.6	-2.3	0.1	.	30.3	2.2	.
> CCOC(=O)Cc1csc(NC(=O)C(C)Oc2ccc3c(C)cc(=O)oc3c2)n1 (configuration not stated)
    -0.7	3.2	7.2	0.0	0.2	.	9.0	-0.4
> CCOc1ccccc1Nc1nc(-c2sc(C)nc2C)cs1
    -4.9	2.8	1.8	0.1	.	-43.3	-8.7	.
> c1cncc(-c2ccc(C3[C@H]4CNC[C@@H]3N4CC3CCCCC3)cc2)c1 (some centres not stated)
    -1.5	20.8	-4.8	0.1	.	8.1	-22.1	.
> COc1ccccc1CC(=O)NNC(=O)c1ccc(C(C)(C)C)cc1
    0.6	2.6	-0.3	0.2	-0.8	-11.1	.	-13.1
> C/C(=N\Nc1ccc(F)cc1F)c1ccccc1O
    -0.2	-3.6	3.5	0.5	24.4	-95.7	-7.8	-7.0
> Cc1sc(NC(=O)COc2ccccc2)c(C#N)c1-c1ccccc1
    .	.	.	0.4	12.0	-33.4	1.1	.
> Cc1cccc(N(C(=O)Nc2ccccc2)C2=NCC(C)S2)c1 (configuration not stated)
    .	15.6	-0.2	-0.2	1.5	-16.2	8.4	12.6
> C[C@H](CO)N1C[C@H](C)[C@H](CN(C)CC2CCCCC2)Oc2ccc(NC(=O)c3ccncc3)cc2CC1=O
    -1.1	-1.1	1.3	-0.4	6.9	7.8	1.2	8.3
> COc1ccc2c(c1)CCO[C@]21O[C@H](CCO)C[C@H](O)[C@H]1O
    -0.4	-3.0	4.5	0.0	-0.4	-11.9	3.5	1.5
> CC(CC(=O)NCCc1ccc(Cl)cc1)S(=O)(=O)c1ccc2c(c1)NC(=O)CO2 (configuration not stated)
    -2.4	16.9	-0.6	0.2	3.4	16.2	-3.3	3.6
> CSc1cccc(CN2CCN(Cc3ccccc3)C(CCO)C2)c1 (configuration not stated)
    -6.8	-10.4	-2.5	0.0	.	17.3	.	.
> O=C(C[C@H]1C=C[C@H](NC(=O)c2ccc(F)cc2)[C@@H](CO)O1)NCc1ccncn1
    0.6	11.2	-1.5	0.9	2.1	-13.1	-2.0	10.4
> COc1cccc(CNC(=O)CSc2nnc3c(n2)[nH]c2ccc(F)cc23)c1
    -1.5	1.2	0.3	0.2	-3.3	-7.3	.	-38.5
> C[C@@H]1CCCCO[C@H](CN(C)Cc2ccc(C(=O)O)cc2)[C@H](C)CN([C@@H](C)CO)C(=O)c2cc(NS(=O)(=O)c3cccs3)ccc2O1
    -3.5	-6.3	-0.2	0.0	2.4	-5.3	6.7	.
> C[C@@H]1CN([C@@H](C)CO)C(=O)c2cc(-c3cccc(C#N)c3)cnc2O[C@@H]1CN(C)C(=O)c1ccccn1
    -3.3	0.3	3.8	-2.1	-1.1	-6.5	7.9	-8.9
> CC(=O)Oc1ccc2c(=O)oc(-c3ccccc3C)nc2c1
    .	-4.3	4.8	-0.1	1.8	14.6	1.8	-2.6
> COc1ccc(CCN2C(=O)C(C)=C(C)C2=O)cc1OC
    -0.9	2.3	.	0.2	0.3	-9.0	2.4	-1.3
> CC(C)n1nc(C(=O)OCC(=O)c2c[nH]c3ccccc23)c2ccccc2c1=O
    .	.	.	.	0.0	-13.2	4.4	36.3
> CCNC(=O)[C@H]1[C@H](CO)[C@H]2Cn3c(ccc(C4=CCCC4)c3=O)[C@@H]1N2Cc1cccnc1
    -5.1	1.0	0.0	0.3	-0.4	-0.5	.	-10.1
> O=C(C[C@@H]1CC[C@@H]2[C@H](COC[C@H](O)CN2Cc2cccc(Cl)c2)O1)NCc1cccc(F)c1
    -2.7	1.6	0.2	0.0	-4.1	1.4	2.5	36.7
> COc1ccc(NC(=O)CN(C)S(=O)(=O)c2cnc[nH]2)cc1Cl
    1.2	-3.9	-5.5	0.2	0.2	15.0	-1.1	-1.6
> Cc1ccc(-c2ccccc2[C@H]2[C@@H](C#N)N(C(=O)NC3CCCC3)[C@H]2CO)cc1
    2.6	0.7	-0.6	0.0	.	4.8	.	.
> COc1ccccc1-c1ccc([C@@H]2[C@H](C#N)N(C(=O)C3CC3)[C@H]2CO)cc1
    -0.3	6.4	0.3	-0.1	-12.5	5.1	-2.9	-24.8
> CCCN1C[C@@H](C)[C@H](OC)CN(C)C(=O)c2cc(NC(=O)c3cccc(F)c3)ccc2OC[C@H]1C
    7.1	-6.9	1.3	-0.1	5.8	7.8	9.4	14.0
> CN(CC(=O)Nc1ccccc1C(F)(F)F)C(=O)c1ccc(N2C(=O)CCC2=O)cc1
    16.6*	0.4	-1.3	0.0	.	-2.8	2.9	21.1
> COc1ccc(NC(=O)NCc2ccc(Cl)cc2)cc1
    -2.7	0.1	0.6	0.1	4.0	8.2	-1.8	3.0
> CCCC(C)NC(=O)C1CCN(C(=O)C2CC(=O)N(c3ccc(C)cc3)C2)CC1 (configuration not stated)
    0.8	26.7	-3.2	0.5	-2.3	-8.1	2.0	-9.4
> C[C@@H]1CCCCO[C@H](CN(C)S(=O)(=O)c2ccc(Cl)cc2)[C@@H](C)CN([C@@H](C)CO)C(=O)c2cc(NC(=O)NC3CCCCC3)ccc2O1
    0.6	-7.8	0.5	-0.9	-4.2	9.4	14.5	.
> CCOC(=O)C(=NC1CCS(=O)(=O)C1)NNc1ccc(Br)cc1 (configuration not stated)
    2.2	11.5	2.9	0.0	2.1	-4.4	1.0	10.1
> O=C(NNc1ccccc1)C(=O)NNc1ccccc1
    -4.4	-10.7	-3.0	0.1	1.7	10.6	-0.3	3.8
> CCn1nc(C(=O)Nc2cccc(S(=O)(=O)N3CCCC3)c2)c2ccccc2c1=O
    -3.6	-2.4	-5.4	0.1	0.9	-14.9	.	-2.2
> O=C1C(=O)c2ccccc2C(O)=C1c1ccccc1F
    2.1	-8.7	.	0.2	-2.5	-3.1	.	14.7
> O=C(COc1cccc2cccnc12)N/N=C/c1cccn1-c1ccc(F)cc1
    1.6	-5.5	2.0	0.0	.	14.5	.	.

Molecules listed so far with an aryl thioether with sulfur outside any ring (2):
Values run as follows: SIRT5 inh	S100A4 MyoIIA	ERAP1 inh	XiGFP reactiv	Cneo AK release	LGR2 antag	PGC1a acetyl inh	Statin myotox sup
> CSc1cccc(CN2CCN(Cc3ccccc3)C(CCO)C2)c1 (configuration not stated)
    -6.8	-10.4	-2.5	0.0	.	17.3	.	.
> COc1cccc(CNC(=O)CSc2nnc3c(n2)[nH]c2ccc(F)cc23)c1
    -1.5	1.2	0.3	0.2	-3.3	-7.3	.	-38.5

(further entries)
Values run as follows: SIRT5 inh	S100A4 MyoIIA	ERAP1 inh	XiGFP reactiv	Cneo AK release	LGR2 antag	PGC1a acetyl inh	Statin myotox sup
> Cc1ccc(Nc2nnc(C3C(=O)N(C)C4(C)CC3c3cc(Br)ccc3O4)s2)cc1 (configuration not stated)
    .	7.4	-2.4	0.1	.	2.8	.	.
> COc1ccc(S(=O)(=O)NC(C)C(=O)NCC2CCCO2)cc1OC (configuration not stated)
    -4.5	4.0	-0.5	0.8	8.9	-5.7	.	-2.2
> C[C@@H]1CCCCO[C@@H](CN(C)C(=O)Nc2cccc3ccccc23)[C@H](C)CN([C@@H](C)CO)C(=O)c2cc(NC(=O)Nc3cccc4ccccc34)ccc2O1
    -2.5	-44.8	4.4	0.2	.	8.1	-5.6	.
> COc1ccc(NS(=O)(=O)c2cccc(C(=O)NNC(=O)c3cncc(Br)c3)c2)cc1
    -1.6	-2.0	-2.3	0.0	.	-8.4	-5.4	-8.7
> COCCn1c(C)cc(C(=O)COC(=O)/C=C/c2c(C)nn(C3CCS(=O)(=O)C3)c2Cl)c1C (configuration not stated)
    -0.6	-2.0	4.8	0.3	1.3	-23.9	-3.5	21.2
> CCOc1ccc(N2C(=O)C3C(c4ccccc4F)NN(C(=O)c4ccc(C)cc4)C3C2=O)cc1 (configuration not stated)
    .	-7.1	.	0.4	-0.7	-0.8	12.1	4.6
> CCCN(C)C[C@H]1OCCCC[C@H](C)Oc2ccc(NS(=O)(=O)c3ccc(F)cc3)cc2C(=O)N([C@@H](C)CO)C[C@@H]1C
    -4.7	-28.3	1.9	0.1	5.4	0.6	-6.1	-41.0
> CCN1CCN(C(=O)c2cn(CC)c3ccc(S(=O)(=O)N(C)C)cc3c2=O)CC1
    -72.3	2.2	1.5	0.2	-1.5	-9.5	4.3	-9.8
> O=C1CCCN1CCCNc1nc(NCc2cccs2)nc2ccsc12
    -6.4	5.1	20.9	1.9	-0.5	-9.0	.	-9.6
> CNS(=O)(=O)c1cc(OC)c(OC)cc1CC(=O)OC
    -5.0	-0.9	2.4	0.1	.	0.1	3.4	.
> C[C@@H]1CN([C@H](C)CO)C(=O)c2cc(NC(=O)C3CC3)ccc2O[C@@H]1CN(C)C(=O)Nc1cccc2ccccc12
    4.2	0.2	-0.3	-1.3	-0.8	0.2	5.7	0.3
> CC(CNC(=O)c1cc(COc2ccc3ncccc3c2)on1)c1ccccc1 (configuration not stated)
    -3.1	13.8	0.9	0.1	2.9	0.3	1.9	.
> COC1=C(Br)C(=O)c2ncccc2C1=O
    4.3	13.4	1.4	-0.1	.	?	.	.
> S=c1[nH]nc(-c2cccs2)n1Cc1ccccc1
    -8.0	-3.2	3.0	0.0	.	-3.0	-8.0	.

These rows are one share of the data; the hit share may differ from the screen's.
